UTI89 phage lysis = inhibition of K1F phage lysis, E. coli UTI89, bacterial capsule biogenesis inhibitors, alamar blue (AID 488966) | E. coli UTI89 K1F phage lysis, alamar blue, 2 h; higher % means a stronger effect | 340,000 compounds, 0.02% hits | one-dose inhibition, % at 100 µM; IC50 in µM for titrated hits;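 active = phage lysis inhibition, versus mean bacterial control, above a set limit; inconclusive = no clear call, values can overlap the other calls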;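 also: capsule biogenesis inhibitors block K1F phage lysis so surviving cells raise fluorescence; higher fluorescence means more inhibition of phage lysis; actives were called in the ten point dose series up to 300 µM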
Dengue-2 NS5 capping = Dengue-2 NS5 methyltransferase inhibitors, primary screen, biochemical, confirmation dose response (AID 588689); Dengue-2 NS5 methyltransferase capping enzyme assay, biochemical; higher % means a stronger effect; one-dose inhibition, % at 25 µM; IC50 in µM for titrated hits; 340,000 compounds, 0.3% hits; in the data active = a potency from the dose series; inconclusive = inhibition above about 29% without an active follow-up result
Dengue-2 NS5 capping pilot replicate = recorded beside Dengue-2 NS5 capping, whose call it bears; inhibition, %; measured here: pilot screen replicate inhibition
* hit, by the source's call; u = inconclusive; [ ] = dose if it differs, or a comment. These rows are one share of the data; the hit share may differ from the screen's.

SMILES	UTI89 phage lysis	Dengue-2 NS5 capping	others
C#CCN1C=CC(=O)[C@@H](OC(=O)Nc2ccc(C)cc2)[C@H]1c1ccccc1Br	0.3%	-5%
CCN(C(=O)COC(=O)c1cc2ccccc2cc1OC)c1c(N)n(Cc2ccccc2)c(=O)[nH]c1=O	0.0%[50 µM]	-11%
C[C@@H]1O[C@@H](O[C@H]2[C@H](O)[C@@H](O)[C@H](Oc3c(-c4ccc(O)cc4)oc4cc(O)cc(O)c4c3=O)O[C@@H]2CO)[C@H](O)[C@H](O)[C@H]1O	-0.3%	1%
O=C(CNc1cccc(F)c1)Nc1cccc(S(=O)(=O)N2CCCCC2)c1	1.3%[50 µM]	-7%
OCCN1CCSC1=S	0.8%	7%
Cc1cnc(N=Nc2ccccc2)[nH]1	2.8%	-9%
C[C@H]1CN([C@@H](C)CO)C(=O)c2cccc(NC(=O)c3ccncc3)c2O[C@H]1CN(C)C(=O)Nc1ccccc1	0.8%	-7%
CN(CCc1ccccc1)C(=O)c1ccc(NC(=O)Cc2ccc(NC(=O)C3CCN(S(=O)(=O)c4cccc([N+](=O)[O-])c4)CC3)cc2)cc1	0.2%	-2%	Dengue-2 NS5 capping pilot replicate=-3.9
O=C(N/N=C/c1ccc(F)cc1)c1ccc(-n2cnnn2)cc1	0.7%[50 µM]	-4%
COc1ccc(NS(=O)(=O)c2cc(NC(=O)c3ccc(S(=O)(=O)N(C)C)cc3)ccc2N2CCOCC2)cc1	-0.2%	6%
Cc1cc(C(=O)Nc2ccncc2)c(C)o1	0.5%[50 µM]	-8%
CCOc1ccccc1OCC(=O)Nc1ccc(N2CCOCC2)cc1N1CCOCC1	1.4%[50 µM]	5%
Cc1cc(Br)c(Oc2cc(NN3CCCCC3)c([N+](=O)[O-])cc2[N+](=O)[O-])c(Br)c1	2.6%	0%
CC(NS(=O)(=O)c1cc(C(F)(F)F)ccc1Cl)C(=O)N(C)C1CCN(C)CC1 (centres undefined)	0.9%[50 µM]	-3%
Cn1c2nc(=O)[nH]c(=O)c-2cc2ccccc21	-1.6%	-2%
O=S(=O)(Nc1cccc(-n2cnnn2)c1)c1ccc(F)cc1	0.1%[50 µM]	-8%
C=C1c2nc3ccccc3n2C=C(c2ccc(C)cc2)N1c1ccccc1	0.7%	0%
NS(=O)(=O)c1ccc(CCNC(=O)c2ccc(Cl)c(S(=O)(=O)N3CCCCCC3)c2)cc1	-0.1%[50 µM]	-6%
COc1cc2c(c(OC)c1OC)C(=O)CO2	-0.5%	-5%
COc1cccc(CC(NC(C)=O)C(=O)NC2CCN(c3c4c(nc5ncnn35)CCC4)CC2)c1 (centres undefined)	1.8%	-2%
C[C@H](CO)N1C[C@H](C)[C@@H](CN(C)Cc2ccncc2)Oc2c(NS(=O)(=O)c3ccc(Cl)cc3)cccc2C1=O	-0.1%	7%	Dengue-2 NS5 capping pilot replicate=2.4
C=CCC[C@@H](Cc1ccc(F)cc1)C(=O)OC[C@@H](Cc1c[nH]c2ccccc12)NC(=O)[C@@H](CC=C)CC(=O)N[C@@H](CO)Cc1ccccc1	0.0%	7%
CC(=NNc1nc2ccccc2o1)c1cc2ccccc2cn1	9.4%	-6%
O=C(CC1C[C@H](C(=O)N2CCOCC2)[C@@]2(CCC3CCCC3)c3[nH]c4ccccc4c3CCN2C1=O)NCCc1ccccn1 (some centres undefined)	-0.1%	-3%	Dengue-2 NS5 capping pilot replicate=4.5
N#CC1C(=O)NC(c2ccccc2)=CC1c1ccccc1 (centres undefined)	0.0%	-9%
CCN(C(=O)COC(=O)CCOc1ccccc1C)c1c(N)n(Cc2ccccc2)c(=O)[nH]c1=O	1.2%[50 µM]	6%
CCn1nnc2cc(C(=O)Nc3cccc(S(=O)(=O)N(C)C)c3)ccc21	0.0%[50 µM]	-12%
Cc1ccc(S(=O)(=O)N2CCN(C(=O)COC(=O)c3cncc(Br)c3)CC2)c(C)c1	-3.0%	-9%
O=C1NC(=S)NC1Cc1ccc(O)cc1 (centres undefined)	0.8%	-3%
O=C(CNC(=O)c1cc(S(=O)(=O)N2CCOCC2)ccc1N1CCCC1)Nc1ccc(F)c(F)c1	0.2%[50 µM]	-4%
O=C(COC(=O)c1c(F)cccc1F)Nc1ccc(N2CCCCC2)cc1	0.7%[50 µM]	-1%
CC(C)CN(C(=O)c1cc(Cl)nc2ccccc12)C1CCS(=O)(=O)C1 (centres undefined)	0.4%[50 µM]	-11%
CCN1C[C@@H]2[C@@H]3C(=O)N(Cc4ccccc4)C(=O)[C@@H]3[C@](CC)(C1=O)N2C(=O)c1ccc(Cl)c(Cl)c1	-0.3%	4%
COc1cccc(C=NNC(=O)CCCC(=O)NN=Cc2cccc(OC)c2)c1	1.7%	-5%
COc1cc2c(c(OC)c1OC)-c1ccc(SC)c(=O)cc1C(NC(=O)c1ccccc1)CC2 (centres undefined)	-0.8%	-12%
Nn1c(SCC(=O)Nc2ccccc2Oc2ccccc2)nnc1C1CC1	0.8%[50 µM]	-3%
O=C(Cc1ccc([N+](=O)[O-])cc1)Oc1ccccc1	-3.7%	-10%
CCN(C[C@H]1N[C@@](CC)(C(=O)OC)[C@H]2C(=O)N(Cc3ccccc3)C(=O)[C@@H]12)C(=O)Nc1ccc(C(F)(F)F)cc1	0.2%	-8%
CC(C)(C)C(=O)Nc1ccc(C(=O)COC(=O)C2CC2)cc1	-0.5%[50 µM]	-5%
Cc1cn(CC(=O)N[C@H](CO)Cc2c[nH]c3ccccc23)c(=O)[nH]c1=O	0.1%	-4%
COc1cc2c(cc1OC)C(Cc1ccccc1[N+](=O)[O-])=NCC2	-0.4%	10%
CCOC(=O)c1ccc[n+]([O-])c1	-0.5%	-10%
N#CCSc1ccccc1NC(=O)COC(=O)CCNC(=O)c1ccc([N+](=O)[O-])cc1	0.5%[50 µM]	-5%
Cc1ccc(C(=O)NCN2CCN(c3ccccc3)CC2)cc1	1.3%[50 µM]	1%
O=c1ccn(Cc2ccccc2)c(SCc2ccccc2)n1	2.5%	5%
O=C1[C@@H](c2ccccc2)[C@@H](c2ccccc2)N1c1cccnc1	0.2%	-15%	Dengue-2 NS5 capping pilot replicate=-6.7
O=C(c1ccc(Cl)c(S(=O)(=O)N2CCOCC2)c1)N1CCc2ccccc2C1	-0.1%[50 µM]	0%
CCN1C[C@@H]2[C@@H]3C(=O)N(Cc4ccccc4)C(=O)[C@@H]3[C@](CC)(C1=O)N2C(=O)c1ccc(F)cc1	-3.8%	9%
COC(=O)/C=C/c1cccc([C@H]2[C@@H]3C=CC[C@@H](C)[C@@H]3C(=O)N2Cc2ccccc2)c1	0.0%	-2%	Dengue-2 NS5 capping pilot replicate=-3.6
CCN(Cc1nc2ccccc2c(=O)[nH]1)C(=O)c1cccc(NC(=O)c2cccs2)c1	1.2%[50 µM]	0%
COc1cccc(NC(=O)CN(C)C(=O)C(C)Sc2ccccc2)c1 (centres undefined)	1.0%[50 µM]	-9%
C[C@@H](CN1CCC[C@H]1CN1C(N)=NC[C@@H]1Cc1ccccc1)N1C[C@@H](Cc2ccccc2)N(CCCC2CCCC2)C1=N	u	-3%
O=C(CSc1ccccn1)N1CCNC1=O	-2.8%	-5%
O=S(=O)(Nc1cccc(S(=O)(=O)N2CCCCC2)c1)c1ccccc1F	-1.8%	4%
CCN1C(=NCCc2ccc([N+](=O)[O-])cc2)N[C@@H](c2ccccc2)[C@H](C(=O)OC)[C@H]1C	0.4%	-3%
C[C@H](CO)N1C[C@H](C)[C@@H](CN(C)Cc2ccc(Cl)c(Cl)c2)Oc2c(NC(=O)CCC(F)(F)F)cccc2C1=O	0.2%	-6%
Cn1nc(C(=O)OCC(=O)NCc2ccc(Cl)cc2)c2ccccc2c1=O	1.5%[50 µM]	-6%
O=C(NCC(c1ccc(F)cc1)N1CCOCC1)c1ccc(OCc2ccccc2)cc1 (centres undefined)	-1.9%	4%
Cc1cc(=O)[nH]c(NC(=O)Cc2ccccc2)n1	-1.0%	-8%
CC(NC(=O)CN1CCN(C(=O)c2cccs2)CC1)c1ccc(F)cc1F (centres undefined)	0.1%[50 µM]	-8%

The list continues:
SMILES	UTI89 phage lysis	Dengue-2 NS5 capping	others
Cn1c(N)c(C(=O)CSc2n[nH]c(N)n2)c(=O)n(C)c1=O	0.8%[50 µM]	3%
O=C1CN(C(=O)COC(=O)CCC(=O)c2ccc(Cl)cc2)c2ccccc2N1	3.0%	-6%
O=C(/C=C/c1ccccc1)CCN1CCCCC1	-4.1%	-2%
O=C(NCCCN1CCCC1=O)c1cc(S(=O)(=O)N2CCN(c3ccccc3)CC2)ccc1Cl	0.8%[50 µM]	-2%
CCCCn1c(SCC(=O)NCc2ccc3c(c2)OCO3)nnc1C(CC)N(C)C (centres undefined)	0.2%[50 µM]	-3%
COc1cc(CC2C(=O)OCC2C(=O)c2ccc3c(c2)OCO3)cc(OC)c1OC (centres undefined)	-2.0%	6%
C#CCOCCOCCOCCNc1nc(N2CCN(C(=O)Cn3cc(CCCCN)nn3)CC2)nc(N2CCN(C(=O)[C@H](Cc3ccc(O)cc3)n3cc(CCO)nn3)CC2)n1	3.8%	-6%
Cc1cccc(N2CCN(C(=O)c3ccc(NC(=O)CC4SC(N5CCCC5)=NC4=O)cc3)CC2)c1C (centres undefined)	-1.3%[50 µM]	-11%
Cc1nn(C)c(C)c1NC(=O)CSc1nc(-c2ccccc2F)nc2c1cnn2-c1ccccc1	-0.1%	-3%
COc1cc(OC)c(N(C)S(=O)(=O)c2cccc(C(=O)OCC(=O)N(C)Cc3ccccc3)c2)cc1Cl	0.4%[50 µM]	-2%
Cc1cccc(NS(=O)(=O)c2ccc(C)c(C(=O)NCc3ccccn3)c2)c1	0.4%[50 µM]	-1%
COc1ccccc1NCC(=O)NC(=O)NC1CCCCC1	0.1%	-1%

Molecules above containing an aryl methoxy group:
SMILES	UTI89 phage lysis	Dengue-2 NS5 capping	others
CCN(C(=O)COC(=O)c1cc2ccccc2cc1OC)c1c(N)n(Cc2ccccc2)c(=O)[nH]c1=O	0.0%[50 µM]	-11%
COc1ccc(NS(=O)(=O)c2cc(NC(=O)c3ccc(S(=O)(=O)N(C)C)cc3)ccc2N2CCOCC2)cc1	-0.2%	6%
COc1cc2c(c(OC)c1OC)C(=O)CO2	-0.5%	-5%
COc1cccc(CC(NC(C)=O)C(=O)NC2CCN(c3c4c(nc5ncnn35)CCC4)CC2)c1 (centres undefined)	1.8%	-2%
COc1cccc(C=NNC(=O)CCCC(=O)NN=Cc2cccc(OC)c2)c1	1.7%	-5%
COc1cc2c(c(OC)c1OC)-c1ccc(SC)c(=O)cc1C(NC(=O)c1ccccc1)CC2 (centres undefined)	-0.8%	-12%
COc1cc2c(cc1OC)C(Cc1ccccc1[N+](=O)[O-])=NCC2	-0.4%	10%
COc1cccc(NC(=O)CN(C)C(=O)C(C)Sc2ccccc2)c1 (centres undefined)	1.0%[50 µM]	-9%
COc1cc(CC2C(=O)OCC2C(=O)c2ccc3c(c2)OCO3)cc(OC)c1OC (centres undefined)	-2.0%	6%
COc1cc(OC)c(N(C)S(=O)(=O)c2cccc(C(=O)OCC(=O)N(C)Cc3ccccc3)c2)cc1Cl	0.4%[50 µM]	-2%
COc1ccccc1NCC(=O)NC(=O)NC1CCCCC1	0.1%	-1%

Next part
SMILES	UTI89 phage lysis	Dengue-2 NS5 capping	others
O=[N+]([O-])c1cc(C=NN2CCCCCC2)ccc1Cl	0.3%	-5%
COc1ccc(S(=O)(=O)N2CCOCC2)cc1C(=O)Nc1ccc(N2CCCCCC2)cc1	-0.3%	0%
COc1ccc(NC(=O)c2cc(C)nc3ccccc23)cc1S(=O)(=O)N1CCOCC1	-0.6%	-1%
COCCN(Cc1nc2ccccc2c(=O)[nH]1)C(=O)COc1ccccc1-c1ccccc1	-1.0%[50 µM]	-6%
CC(=O)Nc1ccc2c(c1)C(N1CC3CCC(CC3)C1)c1ccccc1-2 (centres undefined)	1.2%	3%
COc1ccc(-c2ccccc2[C@H]2[C@@H]3C=CC[C@@H](C)[C@@H]3C(=O)N2Cc2ccccc2)cc1	0.4%	4%	Dengue-2 NS5 capping pilot replicate=-0.6
O=c1oc(=O)c2ccccc2c2ccccc12	-1.6%	8%
CC(=O)c1ccc(N2CCN(C(=O)c3cc(S(=O)(=O)N4CCOCC4)ccc3C)CC2)cc1	0.6%[50 µM]	1%
CC(=O)Nc1ccc(C(=O)OCC(=O)N2CCCC2=O)cc1	0.4%[50 µM]	4%
C[C@H](CO)N1C[C@H](C)[C@@H](CN(C)S(=O)(=O)c2cccs2)Oc2ccc(NS(=O)(=O)c3ccccc3)cc2C1=O	1.6%	-5%
Cc1c(C(=O)O)sc(S(=O)(=O)N2CCN(C(=O)Cc3ccc(Cl)cc3)CC2)c1C(=O)O	0.8%[50 µM]	-3%
C[C@@H]1COC(=O)[C@H](CC(=O)OC(C)(C)C)C/C=C\C[C@@H](CC(=O)N(CCO)Cc2ccccc2)C(=O)N1	-0.2%	-7%
C=CCn1c(SCC(=O)N2CCOCC2)nc2sc(CC)cc2c1=O	0.8%[50 µM]	-5%
CN(Cc1ccc(CNC[C@H]2O[C@@H](n3cnc4c(N)ncnc43)[C@H](O)[C@@H]2O)o1)S(C)(=O)=O	0.3%	-9%	Dengue-2 NS5 capping pilot replicate=-3.3
CSc1nc(N)nc2c1ncn2C1OC(CO)CC1O (centres undefined)	0.6%	-2%

Assay outcomes deposited in PubChem by Southern Research Specialized Biocontainment Screening Center.
